High-throughput results deposited in PubChem BioAssay by several laboratories.
OX1R antag-1: blocks the human orexin 1 receptor | O43613 | OX1R-expressing cells, FRET antagonist read-out | inhibition, % at 6.6 µM | 330,000 tested, 1.8% active | AID 485270; in the data active = inhibition mostly above about 38%, no sharp cut-off; inactive = mostly below about 40%;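 also: 0% = agonist challenge alone and 100% = reference antagonist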
Target sequence (O43613 whole entry, looked up): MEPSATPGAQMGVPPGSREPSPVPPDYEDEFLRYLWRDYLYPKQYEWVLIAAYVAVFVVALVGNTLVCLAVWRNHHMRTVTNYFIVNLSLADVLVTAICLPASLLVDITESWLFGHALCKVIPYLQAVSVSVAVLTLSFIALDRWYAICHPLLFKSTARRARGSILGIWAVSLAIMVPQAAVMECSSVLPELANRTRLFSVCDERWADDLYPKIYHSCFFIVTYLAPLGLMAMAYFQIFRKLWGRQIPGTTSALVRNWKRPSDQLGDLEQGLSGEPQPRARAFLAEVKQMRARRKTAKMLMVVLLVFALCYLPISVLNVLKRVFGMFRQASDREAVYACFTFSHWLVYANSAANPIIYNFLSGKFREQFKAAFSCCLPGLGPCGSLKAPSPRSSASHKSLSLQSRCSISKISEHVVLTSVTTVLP
CHT PAM: allosteric activators of human choline transporter CHT; Q9GZV3; CHT-expressing cells, membrane potential dye, choline EC20; hits give high values; LV-AA mutant CHT in HEK293 cells; B-score at 10 µM; 310,000 tested, 0.49% active; AID 488977;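 active = initial fluorescence not abnormally high and integrated response B-score, plate-corrected, over 3 SD above library mean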
Target sequence (Q9GZV3 whole entry, looked up): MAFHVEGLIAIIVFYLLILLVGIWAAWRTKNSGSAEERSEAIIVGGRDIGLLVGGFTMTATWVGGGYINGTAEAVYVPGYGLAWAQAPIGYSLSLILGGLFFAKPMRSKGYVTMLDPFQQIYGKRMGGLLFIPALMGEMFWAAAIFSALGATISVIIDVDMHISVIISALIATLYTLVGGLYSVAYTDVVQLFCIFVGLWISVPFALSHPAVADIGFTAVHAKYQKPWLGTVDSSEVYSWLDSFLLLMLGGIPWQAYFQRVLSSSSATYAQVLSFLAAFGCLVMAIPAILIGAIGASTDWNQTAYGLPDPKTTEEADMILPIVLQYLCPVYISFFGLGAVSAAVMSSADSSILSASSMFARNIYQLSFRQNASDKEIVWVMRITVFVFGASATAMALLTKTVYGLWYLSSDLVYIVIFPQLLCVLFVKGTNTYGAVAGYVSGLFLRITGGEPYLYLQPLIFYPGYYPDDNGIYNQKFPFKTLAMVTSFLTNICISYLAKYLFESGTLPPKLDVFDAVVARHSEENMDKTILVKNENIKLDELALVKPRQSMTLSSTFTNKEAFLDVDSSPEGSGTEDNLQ
OX1R antag-2: blocks the human orexin 1 receptor; inhibition, % at 5 µM; CHO/OX1R cells, Fluo-8 calcium fluorescence, orexin A; 330,000 tested, 0.43% active; AID 434989; O43613;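 active = inhibition above its plate's threshold, mean inhibition of all tested compounds on the plate plus 3 SD, cut at about 37% in these data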;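 also: 0% = orexin A challenge wells and 100% = SB-334867-A antagonist wells; not every result past the cut was called active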
The depositor's hits bear a star; i = inactive; . = no result given.

SMILES | OX1R antag-1 | CHT PAM | OX1R antag-2
Cc1ccc(NC(=O)CCC(=O)NNC(=O)/C=C/C(=O)O)c(C)c1 | 2 | i | -8
COc1ccc(NC(=O)CSc2nnnn2C2CC2)cc1S(=O)(=O)N1CCOCC1 | 2 | . | -16
COc1ccc(C(C)=NNc2ccc([N+](=O)[O-])cc2S(=O)(=O)Nc2ccccc2C(=O)O)c(OC)c1 | 10 | . | -24
COc1ccc(OC)c(S(=O)(=O)N2CCN(CC(O)CN3CCOCC3)CC2)c1 (centres undefined) | -1 | . | -31
C/C(=N\NC(=O)c1cccnc1)c1ccc(-n2ccnc2)cc1 | 8 | i | -12
COCCn1nnnc1CN1CCN(c2cccc(C(F)(F)F)c2)CC1 | 10 | i | -23
N#C/C(=C\c1ccc(-c2ccc([N+](=O)[O-])cc2Br)o1)C(=O)N1CCN(c2ccccc2)CC1 | 8 | i | -10
O=C(CSc1cc(Cl)ccc1Cl)NC1CC1 | 8 | . | -11
CC/C(O)=C(\C#N)c1nnc2n1CCCCC2 | 2 | i | 6
O=[N+]([O-])c1cccc(-c2nnnn2-c2cccc(F)c2)c1 | 27 | i | -15
N#Cc1cccnc1Oc1ccccc1 | 2 | i | 0
CC(=O)c1cc2c(cc1NC(=O)Cc1ccsc1)OCO2 | 14 | . | -15
O=C(COc1ccc2c3c(c(=O)oc2c1)CCCC3)NCCCN1CCCC1=O | 7 | i | -22
CCCCN(C)C(=O)c1oc2ccc(S(=O)(=O)N3CCCCCC3)cc2c1C | 7 | i | -9
CCc1cc(CNC(=O)CCc2nnc(CCCc3ccccc3)o2)on1 | 11 | i | 2
CCc1nnc(NC(=O)C2Cc3ccccc3CN2S(=O)(=O)c2ccc(C)cc2)s1 (centres undefined) | 4 | i | -22
O=C(Cc1ccc(Cl)cc1Cl)Nc1ccncc1Cl | 22 | i | 1
c1csc(-c2cc(N3CCCCC3)c3ccccc3n2)c1 | 15 | i | -44
CN(/C=C/C(=O)C(F)(F)F)Cc1ccccc1 | 18 | i | 1
O=C(Cc1c[nH]c2ccccc12)NC1(C(=O)NC2CCCC2)CCCCC1 | 26 | i | -26
COC(=O)N(NC(=O)C(O)(c1ccccc1)c1ccccc1)c1ccc(C)cc1 | 8 | i | -19
O=C(NCCN1CCOCC1)c1cccc(S(=O)(=O)NCc2ccccc2)c1 | 7 | i | -3
COc1cccc(-c2nc(CS(=O)(=O)CC(=O)NC3CCCC3)c(C)o2)c1 | 10 | i | -29
CC(C)CC(OC(=O)c1nsc(Cl)c1Cl)C(=O)NCC1CCCO1 (centres undefined) | 5 | i | -8
O=c1ccc(-c2ccc(S(=O)(=O)N3CCN(c4cccc(Cl)c4)CC3)o2)n[nH]1 | 8 | i | -11
NC(=S)N/N=C/c1coc2c(ccc3ccccc32)c1=O | 16 | i | -3
COc1ccc(S(=O)(=O)NCCc2nnc3ccc(SCC(=O)Nc4nc(C)cs4)nn23)cc1 | 24 | i | -71
NC1=C(c2ccccc2)C(=O)NC1=O | 40* | i | -15
CCOC(=O)N1CCC(NC(=O)c2cc(S(=O)(=O)N3CCC4(CC3)OCCO4)ccc2F)CC1 | 16 | i | -15
O=C(CCNC(=O)c1ccccc1)NNC(=O)c1ccc(F)cc1 | 7 | . | 5
CCOC(=O)c1sc(NC(=O)c2ccco2)nc1-c1ccccc1 | 30 | i | -9
C/C=N/NC(=O)c1cc(Br)ccc1O | 77* | i | -2
COc1cccc(CNC(=O)C2CCCN(S(=O)(=O)c3cnc[nH]3)C2)c1 (centres undefined) | 9 | i | 7
CC1(NC(=O)Nc2cccc(Br)c2)CCS(=O)(=O)C1 (centres undefined) | 6 | . | -18
Cc1ccc(S(=O)(=O)NCC(=O)N2CCCC2)cc1 | 10 | i | 1
COc1ccc(/C=N/NC(=O)c2cccc(O)c2)cc1Cn1nc(C)c([N+](=O)[O-])c1C | 5 | i | -22
CCOC(=O)c1oc2cc(O)c(CC)cc2c(=O)c1-c1ccc2c(c1)OCCO2 | 4 | i | -12
O=C1[C@@H]2[C@H]3CC[C@H](C3)[C@@H]2C(=O)N1O | 4 | i | -10
Cc1cc(C(=O)CSc2ncn[nH]2)c(C)n1-c1cccc(S(=O)(=O)N2CCOCC2)c1 | -3 | i | -2
COCCNC(=O)CCn1nc(-c2ccc(Cl)cc2)c2ccccc2c1=O | 5 | i | -19

OX1R antag-1, what is marked active above
Molecule	OX1R antag-1	OX1R antag-2
NC1=C(c2ccccc2)C(=O)NC1=O	40*	-15
C/C=N/NC(=O)c1cc(Br)ccc1O	77*	-2

Whole records from above. Screens in order: OX1R antag-1	CHT PAM	OX1R antag-2
Listed for COc1ccc(OC)c(S(=O)(=O)N2CCN(CC(O)CN3CCOCC3)CC2)c1 (centres undefined) : -1	.	-31
Listed for NC(=S)N/N=C/c1coc2c(ccc3ccccc32)c1=O : 16	i	-3
Listed for N#C/C(=C\c1ccc(-c2ccc([N+](=O)[O-])cc2Br)o1)C(=O)N1CCN(c2ccccc2)CC1 : 8	i	-10
Listed for C/C(=N\NC(=O)c1cccnc1)c1ccc(-n2ccnc2)cc1 : 8	i	-12
Listed for CCOC(=O)c1sc(NC(=O)c2ccco2)nc1-c1ccccc1 : 30	i	-9

The listing continues:
SMILES | OX1R antag-1 | CHT PAM | OX1R antag-2
CCOC(=O)C1CCCCN1Cc1cccc(OCc2ccccc2)c1 (centres undefined) | 5 | i | -15
O=C(c1ccccc1F)N1CCN(Cc2cccc(Cl)c2)CC1 | 23 | i | -11
Cc1ccccc1NC(=S)N1CCN(c2ccccc2Cl)CC1 | 19 | i | -18
CC(=O)Nc1ccc(C(=O)CN2C(=O)NC3(CCCCCC3)C2=O)c(F)c1 | 0 | . | -5
CC(=O)Nc1cccc(C)c1 | 3 | . | -30
CCOc1cc(C2C(C(=O)OC)=C(C)N=C3SCCC(=O)N32)ccc1OC(C)=O (centres undefined) | 14 | i | -8
COCCn1c(-c2ccccc2)nc2oc3cc(OC)ccc3c(=O)c2c1=O | 3 | i | -24
CCS(=O)(=O)c1ccc(N)cc1 | 21 | i | -2
C[n+]1cccc(C(=O)Nc2ccccc2)c1 | 18 | i | -2
CC(C)CNC(=O)COc1cccc(C(=O)NCc2ccccc2)c1 | 19 | i | -8
CC(C)CNC(=O)c1ccccc1NC(=O)c1ccc(CN2CCOCC2)cc1 | 6 | i | -7
O=C(Nc1cccnc1)Nc1cccc([N+](=O)[O-])c1 | 13 | i | -19
COc1ccc(-n2c(COc3ccc(C)cc3)nnc2SCC(=O)O)cc1 | 6 | i | -6
CCCCN(CCCNC(=O)Cn1nc(CC)n2c(cc3sc(C)cc32)c1=O)Cc1ccccc1 | 34 | i | -18
C=CCc1c(C)nn(CC(=O)O)c1-c1ccccc1 | 18 | i | -8
CCc1nnc(NC(=O)CCN2C(=O)CCC2=O)s1 | 17 | i | -6
O=C(NC1CCCCC1)C1CCC(=O)N(Cc2cccc(C(F)(F)F)c2)C1 (centres undefined) | 19 | i | -20
CCc1nc2ccc(C)cc2c(C(=O)NC2CCCCC2C)c1C (centres undefined) | 26 | i | -36
O=c1[nH]ncc2c3ccccc3n(Cc3ccccc3)c12 | 11 | i | -48
CCC(C)(C)NC(=O)C(NS(=O)(=O)c1cccs1)c1ccccc1 (centres undefined) | 6 | i | -6
CCOC(=O)C(NC(=O)c1ccccc1)(OCc1ccccc1)C(F)(F)F (centres undefined) | 7 | i | -26
COc1ccc(CNC(=O)CSc2nnnn2C)cc1OC | 2 | i | -10
CCCCn1c(N)c(N(CC)C(=O)c2ccc(N(C)S(=O)(=O)c3ccc(C)cc3)cc2)c(=O)[nH]c1=O | 18 | i | -1
CCOC(=O)N1CCN(C(=O)COc2ccc(Br)cc2Cl)CC1 | 4 | i | -18
COc1ccc(-n2nc(C(=O)Nc3cc(OC)c(OC)c(OC)c3)c3ccccc3c2=O)c(OC)c1 | 6 | i | -21
Cc1ccc(S(=O)(=O)N2CCN(C(=O)c3ccccc3OCc3c(C)noc3C)CC2)cc1C | 23 | i | -40
CCOc1ccc(C2/C(=C(\O)c3cccc(OC)c3)C(=O)C(=O)N2c2ccccn2)cc1OC (centres undefined) | 5 | i | -10
CC(OC(=O)c1ccncc1)C(=O)Nc1ccc([N+](=O)[O-])cc1Cl (centres undefined) | 26 | i | -24
O=C(N[C@H](CO)[C@H](O)c1ccc([N+](=O)[O-])cc1)C(Cl)Cl | 28 | i | 2
NC(=O)c1ccc[n+](CC(=O)c2ccc(Cl)c(Cl)c2)c1 | 6 | i | -9
O=C(CCN1CCCCC1)c1ccc2c(c1)OCO2 | 15 | i | -13
CC(C)CNC(=S)N(CCO)Cc1cc2cc3c(cc2[nH]c1=O)OCO3 | 5 | i | 1
COc1cccc(/C=N/NC(=O)c2nnn(-c3nonc3N)c2-c2cccs2)c1 | 19 | i | -8
O=S(=O)(Nc1cc(C(F)(F)F)ccc1N1CCOCC1)c1ccc2ccccc2c1 | 4 | i | -40
COc1ccc(N(CC(=O)NCCSC(C)(C)C)S(C)(=O)=O)c(OC)c1 | 6 | i | -10
CCCN(CCC)CCN1C(=O)C2C(C(=O)Nc3cccc(SC)c3)C3C=CC2(O3)C1C(=O)NC1CCCCC1 (centres undefined) | 14 | i | -21
COc1cc(NS(C)(=O)=O)c(OC)cc1NC(=O)c1ccccc1 | 15 | i | -14
CC1CC(CCC(=O)NC(=S)Nc2ccc(Cl)cn2)C(=O)O1 (centres undefined) | 8 | i | -8
CCC(C)[C@H](NC(=O)[C@@H]1Cc2ccccc2CN1)C(=O)NCc1ccc(OC)cc1 (some centres undefined) | 6 | i | -36
CCN(CC)CCn1c2c(c(SCC(=O)Nc3cccc4ccccc34)nc1=O)CCCC2 | 9 | i | -23
c1ccc(-c2nc(NCCCN3CCOCC3)c3ccccc3n2)cc1 | 29 | i | -7
Clc1cc(Cl)cc(Nc2ncnc(-n3cccc3)n2)c1 | 11 | i | -5
CCOc1ccc(N(Cc2cc3cc(OC)ccc3[nH]c2=O)C(=O)C2CCCO2)cc1 (centres undefined) | 17 | i | -11
Cc1cc(C)c(NC(=O)NC(=O)C(Cl)(Cl)Cl)c(C)c1 | 26 | i | 4
O=C(Cn1nnc(-c2ccc(NC(=O)c3ccccc3F)cc2)n1)NCc1ccc(F)cc1 | 10 | i | -16
O=S(=O)(Cc1ccc(Cl)cc1)c1ccccc1-c1nnc(-c2ccc(Cl)cc2)o1 | -2 | i | -23
COc1ccc(N2C(=O)CC(N3CCN(S(=O)(=O)c4cc(C)ccc4C)CC3)C2=O)cc1 (centres undefined) | 2 | i | -20
Cc1ccc(C)c(NC(=O)NNC(=O)c2ccc3ccccc3c2O)c1 | 58 | i | -9
Cc1cccc(Nc2nnc(SC(C)C(=O)NC3CC3)s2)c1 (centres undefined) | 5 | . | -25
CC(C)CN(C(=O)COC(=O)C1c2ccccc2Oc2ccccc21)C1CCS(=O)(=O)C1 (centres undefined) | 23 | i | -28
CC(Oc1ccccc1)C(=O)N1CCC2(CC1)Oc1ccc(F)cc1C(=O)C21CC(c2cccnc2)=NO1 (centres undefined) | 26 | i | -32
O=C(CO/N=C/c1ccccc1OC(F)F)NCc1cccs1 | 36 | i | -14
CC(C)CNC(=O)c1cnn2c(C(F)(F)F)cc(C(F)(F)F)nc12 | 6 | i | -7
COc1cc2c(cc1OC)CN(C(=S)Nc1c(C)cccc1C)CC2 | 17 | i | -7
COC(=O)CC1C(=O)NCCN1C(=O)c1ccccc1 (centres undefined) | 13 | i | -10
COc1ccccc1NC(C)C(=O)N/N=C/c1cccs1 (centres undefined) | 18 | i | -25
COc1ccc(NC(=O)N(C)C[C@H]2Oc3ccc(NS(=O)(=O)c4ccc(OC)cc4)cc3C(=O)N([C@H](C)CO)C[C@@H]2C)cc1 | 7 | . | -11
CCCCn1c(SCC(=O)NCC2CCCO2)nc2ccc(N3CCOCC3)cc2c1=O (centres undefined) | 7 | i | -23
CCCCC(CC)C1OCC(CN2CCCCC2)O1 (centres undefined) | 6 | i | -14
CC(C)c1ccc(S(=O)(=O)c2nnn3c2nc(N2CCCCC2)c2ccccc23)cc1 | 17 | i | -12

The list goes on; the last three above are carried over.
SMILES | OX1R antag-1 | CHT PAM | OX1R antag-2
CCCCn1c(SCC(=O)NCC2CCCO2)nc2ccc(N3CCOCC3)cc2c1=O (centres undefined) | 7 | i | -23
CCCCC(CC)C1OCC(CN2CCCCC2)O1 (centres undefined) | 6 | i | -14
CC(C)c1ccc(S(=O)(=O)c2nnn3c2nc(N2CCCCC2)c2ccccc23)cc1 | 17 | i | -12
CC(C)[C@H](NC(=O)c1c(F)cccc1F)C(=O)OCC(=O)NC(=O)NC1CCCC1 | 22 | i | -14
O=C(CNS(=O)(=O)c1ccc(Br)cc1)N1CCN(Cc2ccccc2)CC1 | 37 | i | -19
COc1ccc(CC(=O)OCC(=O)NCc2ccco2)cc1 | 8 | 7* | -17
COc1ccc(C2/C(=C(\O)c3ccc4c(c3)OCCO4)C(=O)C(=O)N2CCCN(C)C)cc1 (centres undefined) | 41 | i | -2
COc1ccc(N2CCN(Cc3nc4ccccc4c(=O)[nH]3)CC2)cc1 | 6 | i | -9
Cc1c(NC(=O)COC(=O)C23CC4CC(CC(O)(C4)C2)C3)c(=O)n(-c2ccccc2)n1C | 5 | i | -6
Cc1c(Cl)cccc1NC(=O)COc1ccc(S(=O)(=O)N2CCOCC2)cc1 | 15 | i | -8
Cc1ccc(C(=O)Cn2cc([N+](=O)[O-])nc2C)cc1 | 16 | i | -7
O=C(Nc1ccc(N2CCN(C(=O)c3ccccc3)CC2)cc1)c1cccs1 | 18 | i | -10
